Source: PubChem BioAssay
Yeast tox: yeast growth toxicity, wild-type and mutant, primary screen, cytotoxicity control for eIF2B function restoration project, wild-type and eIF2Bepsilon R284H mutant, A595. S. cerevisiae wild-type growth, A595 turbidity, 16 h. growth inhibition, % at 25 µM (by protocol). 0.3% of 30,000 active. AID 685, 2007;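 active = mutant and wild-type yeast strains alike exhibit over 30% growth inhibition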;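 also: 0% = untreated cell controls and 100% = YPD media blanks without cells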
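system = S. cerevisiae wild-type or eIF2Bepsilon-R284H mutant strain | buffer or medium = YPD medium | dosing = one dose, 25 µM compound, 0.2% DMSO | schedule = 16 h at 30 °C | measured by = A595 turbidity | evaluation = growth inhibition (%) versus cell controls and blanks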
eIF2B yeast act: GCN4-lacZ reporter reduction in eIF2B-epsilon mutant yeast, primary screen, S. cerevisiae, eIF2B-epsilon R284H, Beta-Glo luminescence; AID 688, 2007; inhibition, % at 25 µM (by protocol); 0.91% of 27,000 active;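 active = mutant luminescence inhibited past about 50% while wild type luminescence and mutant growth stay under set limits, limit read from the data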; also: some compounds called inactive have numbers as strong as hits
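Assay system: yeast eIF2B-epsilon R284H mutant carrying GCN4–beta-galactosidase fusion / Buffer or medium: YPD / Incubation: 16 h growth with compound at 30 °C, 90 min Beta-Glo step / Detection: Beta-Glo luminescence after Z-buffer lysis, growth by 595 nm absorbance / Read-out: % inhibition of reporter signal and growth versus controls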
Yeast tox inhibition %: further read-out of Yeast tox, marked with its call; growth inhibition, %; S. cerevisiae eIF2Bepsilon-R284H mutant growth, A595 turbidity, 16 h;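 each compound tested once at 25 µM; 0% equals untreated cells and 100% equals cell-free medium blanks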
eIF2B yeast act mutant toxicity: further read-out of eIF2B yeast act, marked with its call; growth inhibition, %; measured here: mutant yeast growth, toxicity;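 each compound tested once at 25 µM; zero equals untreated control growth and 100 equals blank medium absorbance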
Starred values were filed as active, the others as inactive; . = no result given.

SMILES	Yeast tox	Yeast tox inhibition %	eIF2B yeast act	eIF2B yeast act mutant toxicity
O=C(CSCc1cccc(CSCC(=O)Nc2ccc3ccccc3c2)n1)Nc1ccc2ccccc2c1	12	3	.	.
Cc1ncoc1C(=O)NCc1ccccc1Cl	3	-30	-8	-30
CN(C)S(=O)(=O)c1cccc(-c2nnc(-c3ccccc3)o2)c1	12	6	28	6
O=C(NC1CCN(C(=O)NC2CCCCC2)CC1)c1ccco1	.	.	27	.
O=C(Nc1ccc(N2CCN(C(=O)c3ccc(Cl)cc3)CC2)cc1)c1cc2ccccc2o1	8	15	.	.
CCc1nc(N2CCOCC2)c(C#N)c2c1CCCC2	10	-23	-3	-23
O=C(O)CCN1C(=O)c2ccncc2C1=O	27	-3	6	-3
COc1ccc(-c2cc(C(F)(F)F)nc(N3CCN(C)CC3)n2)cc1OC	11	12	.	.
O=C1c2ccccc2C(=O)c2c1ccc(C(=O)N1CCCCC1)c2NCCO	4	-10	6	-10
c1ccc(-c2nc3ccccc3c3nncn23)cc1	-3	7	9	7
CSCCC(NS(=O)(=O)/C=C/c1ccccc1)C(=O)N1CCC(C)CC1 (stereo unspecified)	20	-16	16	-16
CC1CCN(S(=O)(=O)c2cccc(-c3csc(-c4cccnc4)n3)c2)CC1	11	9	.	.
COc1ccccc1OCCSc1nnnn1C1CCCCC1	-6	-36	27	-36
CCCC(C(=O)NC1CCCC1)N(Cc1ccc2c(c1)OCO2)C(=O)c1snc(C(N)=O)c1N (stereo unspecified)	38	8	.	.
Cc1ccc(S(=O)(=O)NCCOc2nc(N3CCOCC3)nc(N3CCOCC3)n2)cc1	10	-2	11	-2
COCCCNC(=O)C1CCN(S(=O)(=O)N(CC(C)C)CC(C)C)CC1	11	-3	-15	-3
N#Cc1cc(-c2ccccc2)nn1-c1ccccc1	1	-2	16	-2
O=c1c2c3nc4ccccc4nc3n(Cc3ccccc3)c2ncn1Cc1ccco1	6	14	15	14
CCOC(=O)c1c(CC(C)C)csc1NC(=O)C(C)C	20	3	.	.
Cn1c2c(c3ccccc31)CCSC2=O	30	27	9	27
O=C(CCCn1c(SCC(=O)c2ccc(F)cc2)nc2ccccc2c1=O)NCc1ccccc1	2	-3	26	-3
COc1cccc(-c2nn(C)c3sc(C(=O)Nc4ccc5c(c4)OCCO5)cc23)c1	-5	-3	17	-3
Cc1cc(C(=O)Nc2sc(C)c(-c3ccc(F)cc3)c2C(N)=O)no1	-25	-41	5	-41
CCOCCc1nnc(NC(=O)Cc2ccc(Br)cc2)s1	6	6	23	6
CCN(CC)S(=O)(=O)c1cccc(C(=O)Nc2sc3c(c2C(N)=O)CCCC3)c1	25	-10	12	-10
O=C(Nc1ccccc1)N1CCCC(c2nc(-c3cccs3)no2)C1 (stereo unspecified)	22	5	-6	5
O=C(Nc1ccc2c(c1)OCO2)c1noc2c1CCCCC2	2	8	11	8
Cc1ccc(NC(=O)c2ccc(OC(=O)c3cc4ccccc4o3)cc2)cc1	4	13	27	13
Cc1ccc(C(=O)Nc2c(-c3cccs3)c(=O)c3ccccc3n2C)cc1	-17	-22	19	-22
CCC1(C)Cc2c(sc3c2c(=O)n(C)c2nnc(SCc4ccccc4)n32)CO1 (stereo unspecified)	-26	-52	33	-52
CN1C(=S)SC(N(O)C(=O)Nc2cccc3ccccc23)C1(C)C (stereo unspecified)	5	20	.	.
COc1cccc(-n2nc(C(=O)N3CC(C)CC(C)C3)c3ccccc3c2=O)c1 (stereo unspecified)	-9	-5	.	.
Cc1ccc(Cc2cnc(N)s2)o1	.	.	29	.
C/C(Cl)=C\CSc1nnc2n(N)c(=O)c3ccccc3n12	2	-6	.	.
O=C(CCOc1ccccc1)OCC(=O)c1cc2ccccc2o1	-11	5	-1	5
CCOC(=O)C1CCN(S(=O)(=O)c2cccc3nonc23)CC1	-13	9	-27	9
O=C1CC(N2CCN(Cc3ccccc3)CC2)C(=O)N1c1ccc2c(c1)OCCO2 (stereo unspecified)	5	-3	-4	-3
COc1ccc(C(CNC(=O)Cc2cc(OC)c(OC)c(OC)c2)N2CCCC2)cc1 (stereo unspecified)	-9	3	5	3
CCOC(=O)N1CCN(C(=O)C2CCN(S(=O)(=O)c3c(C)cc(C)cc3C)CC2)CC1	-2	10	.	.
COc1ccccc1C(=O)NCc1ccncc1	38	0	.	.
CCOc1ccc(-c2nc(C)sc2CC(=O)O)cc1	17	15	.	.
CCC(=O)Nc1ccc(Cl)c(NC(=O)C(C)C)c1	6	9	25	9
COC(=O)c1ccc(C(=O)OC)c(NC(=O)CSc2cccc[n+]2[O-])c1	7	22	.	.
CCCCS/C(N)=N/N=C/c1cc(C)ccc1O	-2	20	16	20
CCC(C)NC(=O)C1CCN(C(=O)N(C)C)CC1 (stereo unspecified)	0	-10	39	-10
COC(=O)Cc1c(C)c2ccc(OCC(=O)N(C)C)cc2oc1=O	-6	-2	-38	-2
Cn1c(SCc2ccccc2Cl)nc2ccccc21	7	16	17	16
Cc1cc2cc(CCNC(=O)c3ccc(S(=O)(=O)N4CCOCC4)cc3)c(=O)[nH]c2cc1C	-11	-13	.	.
Fc1ccc(-c2nnc(CSc3nnc(-c4cccs4)o3)o2)cc1	10	15	16	15
CCOc1ccc(NC2=NCC(=O)N2Cc2cccs2)cc1	9	0	-3	.

(cont.)
SMILES	Yeast tox	Yeast tox inhibition %	eIF2B yeast act	eIF2B yeast act mutant toxicity
O=C(Cn1c(C(F)(F)F)nc2ccccc21)NCCCN1CCOCC1	6	-3	.	.
CCOc1cc(C(=O)N2CCCC2)cc(OCC)c1OCC	-1	6	11	6
CCc1ccc2oc(-c3cc(N)ccc3Cl)nc2c1	12	31	28	31
COc1cccc(NC(=O)CNC(=O)c2ccc(F)cc2)c1	15	-3	.	.
Cc1ccc(-n2cnnn2)c2cccnc12	17	-14	-10	-14
CCN1CCN(c2ccc(NC(=O)c3ccc4c(c3)OCO4)cc2)CC1	-3	-33	30	-33
O=C(CSc1nc2ccccc2c(=O)n1CC1CCCCC1)N1CCOCC1	12	0	25	.
COCc1cc(=O)[nH]c(Nc2nc(C)c3cc(OC)ccc3n2)n1	5	22	13	22
NC(=O)c1c(NC(=O)c2cc3ccccc3o2)sc2c1CCC2	-18	-11	13	-11
CCn1c(Cc2ccccc2)nnc1SCC(=O)Nc1ccc(OC)cc1	7	-3	-7	-3
COc1cc(OC)cc(C(=O)N(Cc2nc(-c3cccc(C)c3)no2)C(C)C)c1	.	.	7	.
COc1ccc(OC)c(S(=O)(=O)Nc2cc(Cl)cc(Cl)c2)c1	6	-7	-27	-7
COC(=O)c1cc(NCc2ccc3c(c2)OCO3)ccc1N1CCOCC1	-6	-10	-19	-10
O=C(NC1CCN(Cc2ccccc2)CC1)c1cc(-c2ccccn2)nc2ccccc12	3	-29	-7	-29
CCSc1nnc(NC(=O)C2Cc3ccccc3CN2C(=O)c2ccco2)s1 (stereo unspecified)	-7	0	-4	.
O=C1CSc2nc3ccccc3n21	12	20	6	20
CN(C(=S)NC1=CCS(=O)(=O)C1)C1CCCCC1	5	20	.	.
CCOCCCNS(=O)(=O)c1ccc(-n2cnnn2)c(OC)c1	0	10	.	.
CCOc1ccc(-n2c(=O)[nH]cc(C(=O)N3CCCc4ccccc43)c2=O)cc1	-8	-7	-7	-7
CCCCC(=O)Nc1ccc(NC(=O)c2cc(OC)c(OC)c(OC)c2)cn1	.	.	19	.
CCOC(=O)N1CCN(S(=O)(=O)c2ccc(C)cc2)C1c1ccc(OC)cc1 (stereo unspecified)	2	-4	20	-4
COc1cc(OC)c(C2C(C(=O)O)c3ccccc3C(=O)N2C)cc1OC (stereo unspecified)	5	0	9	.
CC(C)c1ccc(C(=O)N2CCN(CCO)CC2)cc1	-18	-5	24	-5
O=C(O)CSCC(=O)Nc1cccc2ccccc12	15	-9	35	-9
Cc1oc(C(=O)O)cc1COc1ccc2c(C)cc(=O)oc2c1	7	0	27	.
Cn1c(SCC(=O)NCc2ccccc2)nnc1-c1ccc(NC(=O)CCc2ccccc2)cc1	-41	-12	.	.
FC(F)(F)c1cccc(-c2ccc(-c3csnn3)o2)c1	-21	-4	4	-4
Cc1ccc(NC2=C(Cl)C(=O)OC2NC(=O)c2ccccc2)cc1 (stereo unspecified)	6	-5	-5	-5
Cn1c(C(=O)N2CCOCC2)cnc1Sc1ncc(C(F)(F)F)cc1Cl	8	11	20	11
CS(=O)(=O)N(CC(=O)Nc1ccc2c(c1)OCO2)c1ccc2c(c1)OCO2	13	8	20	8
Cc1cc(NCc2ccccc2)nc(N2CCOCC2)n1	-6	14	-27	14
Cc1ccccc1Nc1nc(CSc2nnnn2-c2ccccc2)cs1	-8	14	-12	14
Cc1ccc(S(=O)(=O)N(C)CC(=O)N2CCN(c3ccccn3)CC2)cc1	-2	-4	5	-4
CCCCCCC(=O)Nc1ccc(C(=O)N2CCCC2)cc1	11	11	14	11
COc1ccc2oc(=O)cc(C)c2c1	-12	-23	22	-23
NNC(=O)CCc1c[nH]c2ccccc12	6	4	3	4
Cc1nc2ccc(C(=O)O)cc2[nH]1	13	11	27	11
CCCOc1ccc(C(=O)N2CCCc3ccccc32)cc1	-14	-8	73*	.
CCOC(=O)Nc1ccc2c(c1)nc(CN1CCN(C(C)=O)CC1)n2C	16	0	.	.
Cc1cc(Cl)ccc1NC(=O)NC1CCN(S(=O)(=O)c2ccc(F)cc2)CC1	6	14	9	14
O=C(NC1CCC(C(=O)O)CC1)OCc1ccccc1 (stereo unspecified)	16	11	.	.
c1ccc(Cn2ncc3c2ncn2c(-c4ccncc4)nnc32)cc1	7	12	5	12
Cn1c(=O)n(Cc2ccccc2)c(=O)c2c1nc1n2CCS1	14	17	1	17
O=C(c1ccccc1-c1ccccc1)N1CCN(c2ccccn2)CC1	-14	5	0	5
CCOC(=O)c1csc(NC(=O)CSc2nnnn2-c2ccc3c(c2)OCCO3)n1	.	.	-23	.
Cc1c(C(=O)NCc2cccnc2)oc2ccc(S(=O)(=O)N3CCC4(CC3)OCCO4)cc12	8	15	14	15
COc1ccc(Cc2nn[nH]n2)cc1	15	11	-15	11
CCNC(=O)c1ccc(C2SCC(=O)N2Cc2ccco2)cc1 (stereo unspecified)	16	5	24	5
COc1ccc(NC(=O)CCC2CCCC2)cc1OC	13	9	2	9
C/C(=C\C(=O)c1ccccc1)Nc1ccc(O)cc1	15	27	20	27

Pulled one by one from the entries so far:
SMILES	Yeast tox	Yeast tox inhibition %	eIF2B yeast act	eIF2B yeast act mutant toxicity
CCOCCc1nnc(NC(=O)Cc2ccc(Br)cc2)s1	6	6	23	6
CCCOc1ccc(C(=O)N2CCCc3ccccc32)cc1	-14	-8	73*	.
O=C1CC(N2CCN(Cc3ccccc3)CC2)C(=O)N1c1ccc2c(c1)OCCO2 (stereo unspecified)	5	-3	-4	-3

Limited to eIF2B yeast act, for 7 of the compounds above:
| smiles | eIF2B yeast act |
| --- | --- |
| O=C(c1ccccc1-c1ccccc1)N1CCN(c2ccccn2)CC1 | 0 |
| CCOC(=O)c1csc(NC(=O)CSc2nnnn2-c2ccc3c(c2)OCCO3)n1 | -23 |
| Cc1c(C(=O)NCc2cccnc2)oc2ccc(S(=O)(=O)N3CCC4(CC3)OCCO4)cc12 | 14 |
| COc1ccc(Cc2nn[nH]n2)cc1 | -15 |
| CCNC(=O)c1ccc(C2SCC(=O)N2Cc2ccco2)cc1 (stereo unspecified) | 24 |
| COc1ccc(NC(=O)CCC2CCCC2)cc1OC | 2 |
| C/C(=C\C(=O)c1ccccc1)Nc1ccc(O)cc1 | 20 |

(continued)
SMILES	Yeast tox	Yeast tox inhibition %	eIF2B yeast act	eIF2B yeast act mutant toxicity
CCSc1nnc(NC(=O)C(C)(C)C)s1	14	5	-7	5
COc1ccc(CNC(=O)C2CC(c3ccc(F)cc3)=NO2)cc1 (stereo unspecified)	-30	-38	46	-38
Cc1ccc(CN(c2ccc(C(=O)NCc3ccc4c(c3)OCO4)cc2)S(C)(=O)=O)cc1	-16	-3	14	-3
O=S(=O)(c1ccc(F)cc1)N(CCO)CC(O)Cn1c2ccccc2c2ccccc21 (stereo unspecified)	-11	-4	-8	-4
CCOc1cccc(-c2nnc3sc(-c4ccc(C)cc4)nn23)c1	-22	-34	36	-34
CCOC(=O)N1CCN(C(=O)C2CCN(S(=O)(=O)c3ccc(Cl)cc3)CC2)CC1	26	16	21	16
COc1ccccc1N1C(=O)C2CC(C)=C(C)CC2C1=O (stereo unspecified)	12	-9	-31	-9
CC12CCC(C(=O)NCc3ccc4c(c3)OCO4)(CC1=O)C2(C)C (stereo unspecified)	.	.	19	.

Compound profiles, from the list above. Order of screens: Yeast tox	Yeast tox inhibition %	eIF2B yeast act	eIF2B yeast act mutant toxicity
CCOC(=O)N1CCN(C(=O)C2CCN(S(=O)(=O)c3ccc(Cl)cc3)CC2)CC1 is entered as 26	16	21	16
CCSc1nnc(NC(=O)C(C)(C)C)s1 is entered as 14	5	-7	5
CCOc1cccc(-c2nnc3sc(-c4ccc(C)cc4)nn23)c1 is entered as -22	-34	36	-34
CC12CCC(C(=O)NCc3ccc4c(c3)OCO4)(CC1=O)C2(C)C (stereo unspecified) is entered as .	.	19	.

A portion of the library; the hit share may differ from the screen's.
